Screens (PubChem BioAssay)
RAD54 inh – RAD54 (human) branch migration inhibition. 360,000 tested, 0.14% active. Q92698. inhibition, % at 10.4 µM. RAD54 Holliday junction branch migration, FAM/BHQ fluorescence;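 active = mean normalized replicate activity at least 40 and at least half of replicates scoring 40 or more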;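 note: 0% = median of neutral control wells and 100% = median of positive control wells; inhibitors cause a drop in the FAM fluorescence signal; in these data hits start at about 50%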
Target sequence (Q92698 whole entry, looked up): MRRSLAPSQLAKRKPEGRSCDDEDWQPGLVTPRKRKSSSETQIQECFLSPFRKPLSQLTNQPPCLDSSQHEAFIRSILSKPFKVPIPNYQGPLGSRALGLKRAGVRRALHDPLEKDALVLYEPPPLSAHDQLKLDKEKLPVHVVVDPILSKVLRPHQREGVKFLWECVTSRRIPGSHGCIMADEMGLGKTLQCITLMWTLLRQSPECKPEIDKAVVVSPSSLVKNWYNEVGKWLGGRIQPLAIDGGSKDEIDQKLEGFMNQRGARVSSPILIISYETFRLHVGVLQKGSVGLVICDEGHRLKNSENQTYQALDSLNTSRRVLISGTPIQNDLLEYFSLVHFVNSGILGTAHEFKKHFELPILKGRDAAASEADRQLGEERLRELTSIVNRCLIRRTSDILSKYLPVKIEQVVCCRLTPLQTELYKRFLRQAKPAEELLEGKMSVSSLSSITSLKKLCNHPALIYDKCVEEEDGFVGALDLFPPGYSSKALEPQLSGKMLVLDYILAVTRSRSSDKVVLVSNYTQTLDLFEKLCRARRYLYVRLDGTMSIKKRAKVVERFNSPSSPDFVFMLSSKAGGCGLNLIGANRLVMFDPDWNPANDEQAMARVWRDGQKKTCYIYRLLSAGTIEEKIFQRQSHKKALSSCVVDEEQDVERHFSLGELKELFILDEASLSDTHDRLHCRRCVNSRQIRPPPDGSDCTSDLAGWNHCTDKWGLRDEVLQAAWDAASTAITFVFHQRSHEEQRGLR
RAD52 inh – blocks human RAD52 DNA annealing. recombinant RAD52 DNA annealing, FRET fluorescence. inhibition, % at 18.7 µM. 360,000 tested, 0.46% active;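 active = every replicate showing at least 50% inhibition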
FN deposit inh – fibronectin deposition inhibition; AH1F fibroblasts, Alexa488-fibronectin deposition fluorescence, overnight; inhibition, % at 12.6 µM; 350,000 tested, 0.086% active; AID 743247;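 active = mean inhibition across replicates of 30% or more, regardless of how many single replicates reach that level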;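 note: positive control wells lacked labelled fibronectin entirely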
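Test system: AH1F fibroblast monolayer depositing Alexa488-labelled fibronectin into matrix. Input: 10000 cells per well. Technique: fluorescence, ex 485 nm, em 525 nm. Buffer or medium: DMEM plus 2% serum, read in PBS. Timing: 1 h cell adhesion before compound, then overnight fibronectin incubation. Compound: single dose, pinned. Read-out basis: inhibition from reduced deposited-fibronectin fluorescence.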
E-selectin induc – E-selectin induction on HUVECs; 260,000 tested, 0.37% active; AID 686992; activation, % at 7.58 µM; P16581; HUVEC E-selectin immunofluorescence imaging; normalized: neutral wells 0, TNF-alpha wells 100;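 active = mean E-selectin-positive cell signal at least 10% of the positive control, reached in at least 60% of replicates, without over 20% cell loss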;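 note: in these data hits start at about 27%; measured in HUVEC primary endothelial cells; signal is the percent of cells scored E-selectin positive by PE staining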
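material = human umbilical vein endothelial cells (HUVEC), E-selectin induction | quantity = 3,000 cells/well | medium = EGM-2 growth medium on 0.1% gelatin-coated wells | technique = immunofluorescence imaging | read-out basis = % PE-positive cells | control set = TNF-alpha positive control, DMSO neutral control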
Xi reactivation – reactivates the inactive X chromosome in mouse fibroblasts; XiGFP mouse fibroblasts, % GFP-positive cells imaging, 3 d; cells co-treated with 5-aza-dC sensitizer; scaled so ellipticine positive control = 100%; AID 743238; activation, % at 7.58 µM; 360,000 tested, 0.055% active;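 active = mean normalized replicate activation at least 10% and every replicate at or above 10%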;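 note: 0% = median of on-plate neutral control wells and 100% = ellipticine 6 µM median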
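System: 68-5-11 XiGFP fibroblast line; Timing: 3 days compound exposure; Compound dosing: one concentration, pinned; Benchmarks: positive control ellipticine, 6 µM final; Buffer or medium: DMEM containing 5-aza-dC.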
EWS-Fli inh – inhibitors of EWS/Fli oncoprotein transcriptional activity | A673 NR0B1-luciferase reporter, viability-normalised | inhibition, % at 12.6 µM | 350,000 tested, 0.67% active;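 active = mean inhibition of at least 50% after viability correction, with every replicate also passing that limit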;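 note: firefly luciferase signal divided by Alamar Blue viability fluorescence both relative to DMSO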
esBAF inh – SWI/SNF esBAF complex inhibition; mouse ES cells, Bmi1-luciferase knock-in reporter, 24 h; 100% = twice the neutral-well signal; reporter increase, % at 12.5 µM; 350,000 tested, 2% active; in the data active = activation above about 40%;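 note: 0% = median of the plate's neutral control wells and 100% = double that signal; a rise in the Bmi1 reporter signal indicates esBAF inhibition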
S100A4 MyoIIA – blocks human S100A4 binding to myosin IIA peptide; P26447; S100A4/TAMRA-MyoIIA peptide fluorescence polarization; inhibition, % at 10.7 µM; 360,000 tested, 0.14% active;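 active = mean inhibition of at least 70% across replicates, with every replicate also reaching that level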
Target sequence (P26447 whole entry, looked up): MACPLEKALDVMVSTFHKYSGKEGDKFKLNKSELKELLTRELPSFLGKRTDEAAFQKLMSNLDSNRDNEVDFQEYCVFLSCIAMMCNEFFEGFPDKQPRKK
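Material: S100A4 monomer protein | Medium: HEPES pH 7.2 with CaCl2, KCl, NaCl, DTT, Triton | Reagent: Labelled myosin peptide probe, 5 nM | Doses: One dose per compound | Times: 5 min incubation before reading | Benchmarks: Neutral control DMSO, positive control TFP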
Numbers without * were called inactive; · = not tested or not shown; & = joins results of further samples. Compounds were not picked by outcome; overall some 3% were active at least once.

SMILES	RAD54 inh	RAD52 inh	FN deposit inh	E-selectin induc	Xi reactivation	EWS-Fli inh	esBAF inh	S100A4 MyoIIA
CCOc1cc(OCC)cc(C(=O)N2CCC[C@H]2C(=O)N2CCC[C@H]2C(=O)NCc2ccncc2)c1	·	-6	-9	5.4	-0.1	5	·	4
CO[C@@H]1CN(C)C(=O)c2ccc(NS(=O)(=O)c3ccc(F)cc3)cc2OC[C@H](C)NC[C@H]1C	0	-5	1	-0.2	0.5	-3	-4	0
Cc1csc2c(NC3CCN(Cc4ccccc4)CC3)ncnc12	·	-15	0	·	0.2	16	·	-6
CCOc1ccc(C2C(C(=O)/C=C/c3ccco3)=C(O)C(=O)N2CCN2CCOCC2)cc1OC (stereo not given)	·	-76	·	·	0.0	7	·	-14
O=S(=O)(c1cc(Cl)ccc1Cl)N1CCC2(CC1)OCCO2	-5	-11	·	-0.3	0.0	1	-1	-1
O=C(COC(=O)c1ccc([N+](=O)[O-])s1)NCCc1ccccc1	3	-9	·	·	·	·	-9	3
CC12CCC(=O)N1C(C(=O)NNC(=O)COc1ccc(Br)cc1)CS2 (stereo not given)	-3	2	-9	·	0.1	3	-1	-8
CCCNC(=O)N(C)C[C@@H]1Oc2cc(Br)ccc2S(=O)(=O)N([C@@H](C)CO)C[C@H]1C	7&-4&0	-7&-9&-9	0	-0.1&-2.7	-1.0	-2&-12&-8	5&10&13	-1&5&8
O=C1NC[C@H](Cc2ccccc2)N(CC2CCN(CCC3CCCC3)CC2)C1=O	-7	-13	-4	-0.4	0.0	0	-9	-4
Cc1cccc(-c2noc(CNC(=O)c3ccc4c(c3)OCO4)n2)c1	-2	-30	3	-0.1	0.0	2	-1	2
CC(C)OP(C)(=O)CN1CCN(CP(C)(=O)OC(C)C)CC1 (stereo not given)	-10	-14	·	·	·	5	0	-6
O=[N+]([O-])c1ccc(N/N=C/c2cccs2)nc1	·	-1	-5	·	0.2	-128	·	-14
C[C@H]1CN([C@@H](C)CO)C(=O)c2cccc(NC(=O)Nc3cccc4ccccc34)c2O[C@H]1CN(C)Cc1ccc(C(=O)Nc2ccccc2N)cc1	·	-28	3	0.7	-0.1	·	·	-26
CCOC(=O)C1CCCN(C(=S)NC(=O)c2cc(Br)ccc2Cl)C1 (stereo not given)	·	-4	2	·	0.0	-1	·	1
COC(=O)[C@@]12CCCN1[C@H](c1ccc(-c3ccc4c(c3)OCO4)cc1)[C@H]1C(=O)N(C)C(=O)[C@H]12	2	-23	-10	-0.4	0.0	2	0	5
Cc1ccc(-n2c(=O)cc(N3CCCCCC3)[nH]c2=O)cc1	-11	4	-3	-0.1	-0.1	-10	13	-2
CCCNC(=O)[C@@H]1[C@@H](CO)[C@@H]2Cn3c(ccc(C4=CCCC4)c3=O)[C@@H]2N1C(=O)C1CC1	-11	-25	·	-0.7	0.0	1	-2	11
Cc1cccc(NC(=O)CSc2nc3ccccc3c(=O)n2C)c1C	7	-22	8	-0.1	0.3	11	-20	-11
COc1ccc(OC2CCN(S(=O)(=O)c3ccc(C(C)=O)cc3)CC2)cc1	0	-6	1	0.1	0.3	19	2	-2
O=C(C[C@H]1CC[C@@H](NC(=O)c2ccc3c(c2)OCO3)[C@H](CO)O1)NCc1ccc(Oc2ccccc2)cc1	9	10	13	0.6	-0.1	·	6	-13
COc1cccc(C2c3[nH]c4ccccc4c3CCN2CCCn2cccn2)c1 (stereo not given)	3	-20	4	·	0.0	24	-1	-3
Cc1ccc(F)cc1NC(=O)c1c(-c2ccccc2)noc1C	6	-7	-2	·	-0.1	4	1	1
O=C(CCNS(=O)(=O)c1ccccc1)NNC(=O)COc1ccccc1F	1	-15	-1	·	0.0	0	0	-10
COc1ccccc1NC(=O)Cc1nnc(SCC(=O)NC2CCCC2)n1C	-2	3	-1	0.2	0.1	-1	-2	4
CCOC(=O)C[C@@H]1OC[C@H](C)N1S(=O)(=O)c1ccc(C)cc1	·	-16	2	-0.1	0.0	1	·	-4

Quoted at random: four compounds from above
SMILES	RAD54 inh	RAD52 inh	FN deposit inh	E-selectin induc	Xi reactivation	EWS-Fli inh	esBAF inh	S100A4 MyoIIA
O=C(COC(=O)c1ccc([N+](=O)[O-])s1)NCCc1ccccc1	3	-9	·	·	·	·	-9	3
O=C1NC[C@H](Cc2ccccc2)N(CC2CCN(CCC3CCCC3)CC2)C1=O	-7	-13	-4	-0.4	0.0	0	-9	-4
C[C@H]1CN([C@@H](C)CO)C(=O)c2cccc(NC(=O)Nc3cccc4ccccc34)c2O[C@H]1CN(C)Cc1ccc(C(=O)Nc2ccccc2N)cc1	·	-28	3	0.7	-0.1	·	·	-26
O=C(CCNS(=O)(=O)c1ccccc1)NNC(=O)COc1ccccc1F	1	-15	-1	·	0.0	0	0	-10

Going on with the list:
SMILES	RAD54 inh	RAD52 inh	FN deposit inh	E-selectin induc	Xi reactivation	EWS-Fli inh	esBAF inh	S100A4 MyoIIA
CC(=O)OCC(=O)Nc1ccc(SC(F)F)cc1	·	-3	-1	·	0.2	8	·	-14
Cc1cccc(NC(=O)CSc2ccc(-c3ccccn3)nn2)c1C	·	-12	-4	0.3	-0.1	4	·	1
CCCC(=O)Nc1cc(C(=O)O)ccc1S(=O)(=O)c1ccc(Cl)cc1	-3	-8	7	·	0.5	4	6	0
C=CCN=C1NC(c2ccc(Cl)cc2)C(C(=O)OC)=C(C)N1Cc1cccc(C(F)(F)F)c1 (stereo not given)	·	-16	23	-0.2	0.0	33	·	-2
O=C(C[C@@H]1C[C@@H]2c3cc(NC(=O)CC4CC4)ccc3O[C@@H]2[C@@H](CO)O1)NCc1ccc(Cl)cc1	6	7	5	-0.4	0.1	0	-3	-1
COc1ccccc1NC(=O)C(=O)c1cn(CC(=O)N2CCCC2)c2ccccc12	·	-34	5	0.3	0.2	·	72*	-3
COc1ccc(N2CC(C(=O)Nc3ccccc3C(=O)NC3CC3)CC2=O)cc1 (stereo not given)	·	-1	5	0.1	0.0	4	-12	0
CCOC(=O)N1CCN(Cc2nc(-c3cccc(Cl)c3)no2)CC1	1	-13	0	0.1	0.0	0	-4	1
CCCNC(=O)N(C)C[C@@H]1Oc2cc(C#CCOC)ccc2S(=O)(=O)N([C@H](C)CO)C[C@@H]1C	0	-4	-5	-0.3	0.3	-7	4	4
O=C(CSCc1ccc([N+](=O)[O-])cc1)Nc1ccc(S(=O)(=O)N2CCCCCC2)cc1	5	-10	3	-0.9	-0.1	-7	5	8
COCCN1C(=O)N[C@@H](c2cccc(F)c2)C(C(=O)OC)=C1C	3	-16	4	0.4	0.0	-6	-1	3
CC(C)NC(=O)Nc1ccc2c(c1)C(=O)N([C@@H](C)CO)C[C@H](C)[C@@H](CN(C)Cc1ccc(Cl)c(Cl)c1)OCCCC[C@@H](C)O2	·	25	-5	·	-0.1	-2	·	-2
COc1cccc(N(C(=O)Cc2cccs2)C(C(=O)NC2CCCC2)c2ccncc2)c1 (stereo not given)	10	-5	1	·	0.5	4	52*	-2
CCC(=O)N(C)C[C@H]1Oc2cc(/C=C/c3ccccc3)ccc2S(=O)(=O)N([C@H](C)CO)C[C@@H]1C	-7	4	12	0.1	-0.5	-14	2	-3
Cc1cc(=O)[nH]c(SCC(=O)N2CCC(Cc3ccccc3)CC2)n1	-1	-11	-3	-1.6	0.0	8	-1	-4
C[C@@H]1CN([C@@H](C)CO)C(=O)c2cc(NC(=O)CCCN(C)C)ccc2O[C@@H](C)CCCCO[C@H]1CN(C)S(=O)(=O)c1cccs1	10	-3	·	-0.2	0.3	5	-1	1
CS(=O)(=O)c1ccc(NC(=O)C2CC(=O)N(c3ccc4c(c3)OCCO4)C2)cc1 (stereo not given)	·	-13	1	-1.3	-0.2	0	0	12
CNC[C@H]1Oc2ccc(NC(=O)CCC(F)(F)F)cc2CC(=O)N([C@@H](C)CO)C[C@H]1C	4	-9	-3	0.0	-1.3	-2	0	-3
Cc1cccc(NC(=O)C(=O)NCCc2c[nH]c3ccccc23)c1C	0	-10	-4	0.4	-0.2	40	-2	0
CCn1cc(CCC(=O)Nc2ccc(Oc3cccnc3)cc2)c2ccccc21	·	-31	-4	2.0	0.2	-10	·	-4
CC(C)CCCC(C)CCOC(=O)CN1CCCC1 (stereo not given)	·	-13	-13	5.2	0.1	-8	·	0
C[C@@H]1CCCCO[C@H](CN(C)C(=O)Nc2ccccc2)[C@@H](C)CN([C@@H](C)CO)C(=O)c2cc(NS(C)(=O)=O)ccc2O1	-3	7	-1	0.0	0.1	-22	-4	3
C/C(Cn1cnc([N+](=O)[O-])n1)=N\NC(=O)c1ccc(O)cc1O	·	-15	2	·	0.1	-1	·	-10
CCCCN(C)C(=O)C1CCC(CNS(=O)(=O)c2ccc3c(c2)CC(C)N3C(C)=O)CC1 (stereo not given)	-7	-7	2	0.5	0.0	11	4	8
COc1ccc(C(O)c2cnc(C)n2Cc2ccccc2)cc1 (stereo not given)	-7	-1	3	-0.6	0.0	-5	2	1
SMILES	RAD54 inh	RAD52 inh	FN deposit inh	E-selectin induc	Xi reactivation	EWS-Fli inh	esBAF inh	S100A4 MyoIIA
O=C(C[C@@H]1C[C@@H]2c3cc(NC(=O)c4ccc5c(c4)OCO5)ccc3O[C@@H]2[C@@H](CO)O1)NCCc1ccccc1	4	14	·	-0.2	0.1	-7	-5	-3
COc1ccc(NC(=O)Nc2ccc3c(c2)C(=O)N([C@@H](C)CO)C[C@@H](C)[C@@H](CN(C)S(=O)(=O)c2ccc(F)cc2)OCCCC[C@@H](C)O3)cc1	2	16	-12	·	0.2	8	2	4
COC(=O)COc1ccc2oc(=O)cc(-c3cc4ccccc4o3)c2c1	0	-10	12	·	0.0	10	7	0
COc1ccc(NC(=O)N(C)C[C@@H]2Oc3ccc(NS(=O)(=O)c4ccccc4)cc3CC(=O)N([C@H](C)CO)C[C@@H]2C)cc1	·	4	·	-0.1	0.2	-9	-1	3
CCCC(=O)Nc1ccc2c(c1)OC[C@@H](C)N(CC1CCCC1)C[C@@H](C)[C@@H](OC)CN(C)C2=O	-11	-7	-14	0.0	0.0	-10	-6	4
COc1cccc(C=NN2CCCCCC2)c1OC	-11	-14	10	0.1	0.1	-74	45*	-18
O=C(c1cccc(F)c1)N1CC(=O)N2[C@H](CO)[C@@H](c3ccc(-c4cccnc4)cc3)[C@H]2C1	·	-6	·	0.6	0.3	·	·	2
CCC(=O)Nc1ccc(SC#N)cc1C	·	3	·	·	·	-5	-5	-4
COCC(=O)N(C)C[C@@H]1Oc2ncc(-c3ccc(F)cc3)cc2C(=O)N([C@H](C)CO)C[C@@H]1C	-8	-6	·	0.0	0.0	-5	3	0
Cc1ccc(S(=O)(=O)Nc2ccc3c(c2)C(=O)N([C@H](C)CO)C[C@@H](C)[C@H](CN(C)S(=O)(=O)c2cn(C)cn2)O3)cc1	3	10	·	-0.2	0.1	-4	2	4
CCCCNc1c(-c2ccc(SC(C)CC)cc2)nc2ccccn12 (stereo not given)	-5	-10&-13	-7&-6	1.8&0.1	0.6&-0.1	37&-19	-19	-10&7
Cc1ccc(C(=O)N/C(=C\c2cn(C)c3ccccc23)C(=O)N2CCOCC2)cc1	9	-20	-2	4.0	0.0	·	-3	-1
